CaV13 FRET inh: Disruptors of the CACNA1D IQ motif to Ca2+-dependent inactivation inhibitor domain association, primary screening, Förster resonance energy transfer in intact living …. HEK cells, CFP/YFP FRET ICDI-IQ, plate reader, 10 min; percent FRET-ratio fall versus neutral wells. inhibition, % at 12.3 µM. 0.098% of 340,000 active;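 active = mean replicate inhibition of at least 30% and at least 1% of replicates passing that level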;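 note: 0% = median of the neutral control wells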
m5-HT2A agonist: agonists of mouse serotonin 5-HT2A receptor (HTR2A) | 0.66% of 360,000 active | activation, % at 7.6 µM | CHO-K1 mHTR2A beta-arrestin complementation, luminescence; percent of 30 µM serotonin response;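 active = activation above a run cutoff, the mean activation of all tested compounds plus 3 SD, cut at about 14% in these data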;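 note: 0% = plate median of compound wells and 100% = 30 µM serotonin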
MC4R antagonist: blocks human MC4R cAMP signaling; inhibition, % at 6.5 µM; AID 540295; P32245; 0.48% of 360,000 active; MC4R-expressing cells, MTII-stimulated cAMP, LANCE TR-FRET;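 active = inhibition above its plate's cutoff, the mean of tested wells on that plate plus 3 SD, cut at about 29% in these data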;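 note: 0% = Melanotan II alone and 100% = Melanotan II plus saturating MCL0020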
Target sequence (P32245 whole entry, looked up): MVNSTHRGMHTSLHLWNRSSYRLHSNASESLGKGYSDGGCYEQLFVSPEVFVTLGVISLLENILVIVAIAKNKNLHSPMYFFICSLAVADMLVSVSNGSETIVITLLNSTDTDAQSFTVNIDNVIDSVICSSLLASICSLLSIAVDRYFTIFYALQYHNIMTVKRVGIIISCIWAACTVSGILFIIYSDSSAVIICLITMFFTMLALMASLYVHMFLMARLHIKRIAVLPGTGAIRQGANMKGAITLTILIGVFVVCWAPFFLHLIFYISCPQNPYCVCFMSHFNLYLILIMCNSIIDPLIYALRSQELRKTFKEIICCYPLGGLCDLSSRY
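Material: human MC4R-expressing U2OS cells. Probe or stimulus: Melanotan II challenge. Dosing: 6.5 µM single dose. Times: 30-min compound, 1-h challenge, 1-h detection, room temperature. Technique: TR-FRET with Eu-cAMP and labeled anti-cAMP, 671 nm. Replication: singlicate.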
ABCB6 inh MLPCN: human ABCB6 transporter inhibition | K562-ABCB6 porphyrin accumulation, flow cytometry, 1 h; hits give low values | fluorescence ratio to DMSO, % at 10 µM | 0.19% of 360,000 active;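 active = fluorescence ratio to DMSO below 75%, the collection mean minus 3 SD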;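 note: signal is porphyrin accumulated inside mitochondria; 100% equals median channel fluorescence of DMSO control wells; lower ratio means ABCB6 inhibition with less porphyrin fluorescence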
MC4R ag barr: human MC4R agonism via beta-arrestin; P32245; U2OS MC4R beta-arrestin complementation, luminescence; percent of melanotan II response, DMSO zero; activation, % at 8.9 µM; 0.98% of 360,000 active; AID 540308;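 active = activation above a per-plate cutoff, the mean activation of sample wells on that plate plus 3 SD, cut at about 8% in these data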
Glyco luc inh: blocks N-linked glycosylation in D54 reporter cells | D54 ERlucT glycosylation luciferase reporter, 24 h; percent of 100 nM tunicamycin response | reporter increase, % at 12.5 µM | 0.23% of 360,000 active | AID 588692;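 active = mean luciferase reporter signal, scaled so untreated is 0 and the glycosylation-blocking control 100, at or above a set limit in every replicate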;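 note: luciferase carries N-glycosylation sites so blocking glycosylation raises the light; 0% = median of neutral control wells and 100% = median of 100 nM tunicamycin wells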
Exocytosis inh: lytic granule exocytosis inhibition; TALL-104 LAMP-1 surface exposure, flow cytometry; cells stimulated with thapsigargin and PMA; inhibition, % at 10 µM; 0.66% of 360,000 active; AID 651702;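 active = inhibition above about 55%, limit read from the data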
Cardio protect: myocardial damage modulation in H9c2 cells. H9c2 cardiomyocytes, H2O2 injury protection, ATPLite, 2 h. protection from H2O2 cell death, % at 20 µM. 0.63% of 360,000 active;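 active = compounds giving at least 50% protection of heart cells from peroxide-induced death in the single-dose screen, raw or plate-pattern-corrected value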;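 note: 0% = DMSO wells with peroxide and 100% = DMSO wells without peroxide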
ABHD5 PLIN5 PPI: ABHD5-PLIN5 protein interaction inhibition; Q00G26+Q8WTS1; Split G. princeps luciferase complementation, luminescence, 4 h; inhibition, % at 4 µM; 0.78% of 360,000 active; AID 602281;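 active = inhibition above the mean inhibition across every tested compound plus 3 SD, cut at about 22% in these data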;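 note: 0% = DMSO only wells and the 100% control is not disclosed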
PDI inh: blocks human protein disulfide isomerase activity | P07237 | PDI insulin aggregation turbidity, A650, 90 min | inhibition, % at 10 µM | 0.052% of 350,000 active | AID 588391;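 active = mean inhibition across replicates of 30% or more, whatever share of single replicates reach that level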;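 note: absorbance from insulin aggregation driven by PDI reduction with DTT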
Target sequence (P07237 whole entry, looked up): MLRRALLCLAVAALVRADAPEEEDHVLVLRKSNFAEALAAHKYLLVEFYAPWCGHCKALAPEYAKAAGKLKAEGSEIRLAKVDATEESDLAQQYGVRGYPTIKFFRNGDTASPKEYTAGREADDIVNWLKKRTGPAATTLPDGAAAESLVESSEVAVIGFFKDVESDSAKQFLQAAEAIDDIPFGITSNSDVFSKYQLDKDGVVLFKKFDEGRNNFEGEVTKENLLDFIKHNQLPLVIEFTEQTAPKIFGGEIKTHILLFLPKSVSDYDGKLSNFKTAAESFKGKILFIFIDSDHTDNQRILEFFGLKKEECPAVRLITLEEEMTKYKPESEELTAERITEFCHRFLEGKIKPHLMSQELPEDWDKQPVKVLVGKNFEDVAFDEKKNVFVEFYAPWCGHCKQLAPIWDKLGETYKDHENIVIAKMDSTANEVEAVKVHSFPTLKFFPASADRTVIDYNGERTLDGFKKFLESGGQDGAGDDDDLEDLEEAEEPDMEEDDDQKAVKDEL
Active calls of the source: *. Random draw from the library. About 4.2% of those tested had a hit in this group.

What do the screens show for `Nc1ncnc2c1ncn2[C@@H]1O[C@H](CNC(=O)[C@@H]2CCN2)[C@@H](O)[C@H]1O`?
CaV13 FRET inh: -6; m5-HT2A agonist: 4; MC4R antagonist: 11; ABCB6 inh MLPCN: 102; MC4R ag barr: -1.0; Glyco luc inh: 2; Exocytosis inh: 0; Cardio protect: 3; ABHD5 PLIN5 PPI: -4; PDI inh: 0

How did COc1ccc(/C=N/n2c(-c3cc(C)[nH]n3)n[nH]c2=S)cc1OC do in these assays?
CaV13 FRET inh: -21; m5-HT2A agonist: -2; MC4R antagonist: 12; ABCB6 inh MLPCN: 96; MC4R ag barr: -1.1; Glyco luc inh: 1; Exocytosis inh: 1; Cardio protect: 5; ABHD5 PLIN5 PPI: -5; PDI inh: 4

What do the screens show for `CCOC(=O)/C(C#N)=C\c1ccc2c(c1)OCO2`?
CaV13 FRET inh: -4; m5-HT2A agonist: 3; MC4R antagonist: -4; ABCB6 inh MLPCN: 98; MC4R ag barr: -1.2; Glyco luc inh: 3; Exocytosis inh: 1; Cardio protect: 0; ABHD5 PLIN5 PPI: -3; PDI inh: 5

How did Cc1cc(-c2cn3ccccc3n2)c(C)n1-c1ccccc1 do in these assays?
CaV13 FRET inh: 0; m5-HT2A agonist: 3; MC4R antagonist: 0; ABCB6 inh MLPCN: 102; MC4R ag barr: -0.6; Glyco luc inh: -14; Exocytosis inh: -1; Cardio protect: -25; ABHD5 PLIN5 PPI: 6; PDI inh: 1

How did COc1ccccc1N(CC(=O)N/N=C(\C)c1ccc(F)cc1)S(=O)(=O)c1ccccc1 do in these assays?
CaV13 FRET inh: -5; m5-HT2A agonist: -5; MC4R antagonist: 4; ABCB6 inh MLPCN: 102; MC4R ag barr: 0.1; Glyco luc inh: 1; Exocytosis inh: 5; Cardio protect: 0; ABHD5 PLIN5 PPI: -12; PDI inh: -1

What do the screens show for `CCOC(=O)[C@H]1[C@H]2COc3cc(OC)ccc3[C@@H]2N2C(=O)N(c3cccc(F)c3)C(=O)[C@@]12C`?
CaV13 FRET inh: -6; m5-HT2A agonist: -3; MC4R antagonist: 3; ABCB6 inh MLPCN: 99; MC4R ag barr: -3.3; Glyco luc inh: 3; Exocytosis inh: -4; Cardio protect: -5; ABHD5 PLIN5 PPI: 0; PDI inh: 0

How did O=C(OCc1cnc(Cl)s1)c1c(F)cccc1F do in these assays?
CaV13 FRET inh: 5; m5-HT2A agonist: 0; MC4R antagonist: 10; ABCB6 inh MLPCN: 95; MC4R ag barr: -0.8; Glyco luc inh: 2; Exocytosis inh: 3; Cardio protect: 16; ABHD5 PLIN5 PPI: 0; PDI inh: 0

How did Cc1ccc(S(=O)(=O)NCC2COc3ccccc3O2)cc1 (centres undefined) do in these assays?
CaV13 FRET inh: -2; m5-HT2A agonist: 0; MC4R antagonist: 2; ABCB6 inh MLPCN: 93; MC4R ag barr: -1.1; Glyco luc inh: 0; Exocytosis inh: 1; Cardio protect: -7; ABHD5 PLIN5 PPI: 4; PDI inh: 3

How did CCCn1c(SCc2nc(-c3cccs3)no2)nnc1-c1ccncc1 do in these assays?
CaV13 FRET inh: -5; m5-HT2A agonist: 3; MC4R antagonist: 11; ABCB6 inh MLPCN: 103; MC4R ag barr: 0.8; Glyco luc inh: 2; Exocytosis inh: -6; Cardio protect: -2; ABHD5 PLIN5 PPI: 3; PDI inh: 11

Results for Cc1c(C(=O)NCc2cccs2)sc(=O)n1Cc1ccc(S(C)(=O)=O)cc1 ?
CaV13 FRET inh: 25; m5-HT2A agonist: -9; MC4R antagonist: 12; ABCB6 inh MLPCN: 104; MC4R ag barr: 0.8; Glyco luc inh: -4; Exocytosis inh: -2; Cardio protect: 12; ABHD5 PLIN5 PPI: -8; PDI inh: 2

How did CN(Cc1ccc(OC(F)F)cc1)C(=O)c1ccc(S(=O)(=O)N(C)c2ccccc2)cc1 do in these assays?
CaV13 FRET inh: -6; m5-HT2A agonist: -13; MC4R antagonist: 11; ABCB6 inh MLPCN: 100; MC4R ag barr: -0.3; Glyco luc inh: -2; Exocytosis inh: 0; Cardio protect: 10; ABHD5 PLIN5 PPI: -2; PDI inh: 7

Results for CO[C@@]12[C@H](COC(N)=O)C3=C(C(=O)C(C)=C(N)C3=O)N1C[C@@H]1N[C@@H]12 ?
CaV13 FRET inh: -6; m5-HT2A agonist: 13; MC4R antagonist: 3; ABCB6 inh MLPCN: 96; MC4R ag barr: -1.3; Glyco luc inh: -1; Exocytosis inh: -4; Cardio protect: -4; ABHD5 PLIN5 PPI: -3; PDI inh: 5

What do the screens show for `CCc1ccccc1NC(=O)CN(c1ccc(OC)cc1OC)S(=O)(=O)c1ccccc1`?
CaV13 FRET inh: -5; m5-HT2A agonist: -5; MC4R antagonist: -1; ABCB6 inh MLPCN: 100; MC4R ag barr: 0.6; Glyco luc inh: -5; Exocytosis inh: 70*; Cardio protect: -18; ABHD5 PLIN5 PPI: 2; PDI inh: 8

Results for Cc1ccc(S(=O)(=O)CCC(=O)NCc2ccccc2Cl)cc1 ?
CaV13 FRET inh: -16; m5-HT2A agonist: -3; MC4R antagonist: 8; ABCB6 inh MLPCN: 105; MC4R ag barr: -0.9; Glyco luc inh: 2; Exocytosis inh: -1; Cardio protect: -4; ABHD5 PLIN5 PPI: -7; PDI inh: 18

What do the screens show for `O=C1/C(=C/c2ccccn2)SC(=S)N1c1ccc(O)cc1`?
CaV13 FRET inh: -2; m5-HT2A agonist: 1; MC4R antagonist: 11; ABCB6 inh MLPCN: 98; MC4R ag barr: 1.7; Glyco luc inh: 5; Exocytosis inh: -1; Cardio protect: 4; ABHD5 PLIN5 PPI: -2; PDI inh: -11

Results for CCC(C)NC(=O)CN1C(=O)c2cccc3cccc1c23 (centres undefined) ?
CaV13 FRET inh: -4; m5-HT2A agonist: 0; MC4R antagonist: 15; ABCB6 inh MLPCN: 100; MC4R ag barr: 0.5; Glyco luc inh: 0; Exocytosis inh: 2; Cardio protect: 4; ABHD5 PLIN5 PPI: -8; PDI inh: 7

How did C[C@@H]1COC(=O)[C@@H](CC(=O)OC(C)(C)C)C/C=C\C[C@@H](CC(=O)N[C@H](CO)Cc2ccccc2)C(=O)N1 do in these assays?
CaV13 FRET inh: -4; m5-HT2A agonist: 1; MC4R antagonist: 5; ABCB6 inh MLPCN: 101; MC4R ag barr: -0.6; Glyco luc inh: 1; Exocytosis inh: -10; Cardio protect: 14; ABHD5 PLIN5 PPI: -3; PDI inh: -3

How did Cc1ccc(Cl)cc1N1CCN(S(=O)(=O)c2cc3c(cc2C)NC(=O)CO3)CC1 do in these assays?
CaV13 FRET inh: -3; m5-HT2A agonist: 1; MC4R antagonist: -5; ABCB6 inh MLPCN: 96; MC4R ag barr: 1.7; Glyco luc inh: -2; Exocytosis inh: 0; Cardio protect: -8; ABHD5 PLIN5 PPI: 3

Results for CCn1cc(C(=O)Nc2cccc(NC(C)=O)c2)c2cc(OC)c(OC)cc2c1=O ?
CaV13 FRET inh: 14; m5-HT2A agonist: 5; MC4R antagonist: 0; ABCB6 inh MLPCN: 96; MC4R ag barr: 3.3; Glyco luc inh: 3; Exocytosis inh: -1; Cardio protect: 55*; ABHD5 PLIN5 PPI: -4; PDI inh: -4

Results for COCCN(C(=O)c1snc(C(N)=O)c1N)C(C(=O)NC1CCCC1)c1cc(OC)c(OC)c(OC)c1 (centres undefined) ?
CaV13 FRET inh: -3; m5-HT2A agonist: 6; MC4R antagonist: 2; ABCB6 inh MLPCN: 100; MC4R ag barr: -0.8; Glyco luc inh: 2; Exocytosis inh: -4; Cardio protect: 8; ABHD5 PLIN5 PPI: 3; PDI inh: -8

How did O=S(=O)(c1cccc(-c2n[nH]c(=S)n2Cc2ccccc2)c1)N1CCOCC1 do in these assays?
CaV13 FRET inh: 1; m5-HT2A agonist: 3; MC4R antagonist: 8; ABCB6 inh MLPCN: 93; MC4R ag barr: 0.3; Glyco luc inh: -1; Exocytosis inh: -3; Cardio protect: 0; ABHD5 PLIN5 PPI: 8; PDI inh: 0

Results for COc1ccc(NC(=O)c2cccc(NC(=O)c3ccco3)c2)c(OC)c1 ?
CaV13 FRET inh: -4; m5-HT2A agonist: 4; MC4R antagonist: -4; ABCB6 inh MLPCN: 97; MC4R ag barr: 2.7; Glyco luc inh: 2; Exocytosis inh: 3; Cardio protect: 18; ABHD5 PLIN5 PPI: 5; PDI inh: -2

What do the screens show for `CCCCCC(=O)N1C[C@@H](n2cc(C3CC3)nn2)[C@H](O)C[C@@H]1c1ccc(Cl)cc1`?
CaV13 FRET inh: -4; m5-HT2A agonist: 6; MC4R antagonist: 2; ABCB6 inh MLPCN: 98; MC4R ag barr: 0.7; Glyco luc inh: 3; Exocytosis inh: 3; Cardio protect: -16; ABHD5 PLIN5 PPI: -5; PDI inh: 0

How did Cc1ccccc1-c1nc(CN2CCC(C(=O)N3CCN(c4ccccn4)CC3)CC2)c(C)o1 do in these assays?
CaV13 FRET inh: -12; m5-HT2A agonist: 3; MC4R antagonist: 5; ABCB6 inh MLPCN: 98; MC4R ag barr: -0.9; Glyco luc inh: 0; Exocytosis inh: 10; Cardio protect: 0; ABHD5 PLIN5 PPI: 1

Results for N/C(=N\OC(=O)Nc1ccccc1)c1ccno1 ?
CaV13 FRET inh: -5; m5-HT2A agonist: 9; MC4R antagonist: -1; ABCB6 inh MLPCN: 97; MC4R ag barr: -1.0; Glyco luc inh: 4; Exocytosis inh: -4; Cardio protect: -1; ABHD5 PLIN5 PPI: -1; PDI inh: -4

Results for OC(CN1C2=NCCCN2c2ccccc21)c1ccc(Br)cc1 (centres undefined) ?
CaV13 FRET inh: -7; m5-HT2A agonist: -5; MC4R antagonist: -7; ABCB6 inh MLPCN: 97; MC4R ag barr: -0.5; Glyco luc inh: 6; Exocytosis inh: 1; Cardio protect: 5; ABHD5 PLIN5 PPI: 4; PDI inh: 1

What do the screens show for `C=C1C2(C(=O)NCc3ccco3)CCC(C2)C1(C)C` (centres undefined)?
m5-HT2A agonist: 2; MC4R antagonist: -2; ABCB6 inh MLPCN: 92; MC4R ag barr: -1.3; Glyco luc inh: 0; Exocytosis inh: -2; Cardio protect: 5; ABHD5 PLIN5 PPI: 2; PDI inh: -1

Results for COc1ccc(CN(C)C[C@H]2OCc3cnnn3CCCC(=O)N([C@H](C)CO)C[C@@H]2C)cc1 ?
CaV13 FRET inh: -11; m5-HT2A agonist: -2; MC4R antagonist: 4; ABCB6 inh MLPCN: 103; MC4R ag barr: -0.7; Glyco luc inh: 3; Exocytosis inh: 0; Cardio protect: 9; ABHD5 PLIN5 PPI: -5; PDI inh: -6

What do the screens show for `COc1ccc(OC)c(N/C=C/C(=O)c2ccccc2)c1`?
CaV13 FRET inh: -30; m5-HT2A agonist: 11; MC4R antagonist: 17; ABCB6 inh MLPCN: 105; MC4R ag barr: -1.1; Glyco luc inh: -19; Exocytosis inh: 3; Cardio protect: -19; ABHD5 PLIN5 PPI: -4; PDI inh: 3

Bioassay records: PubChem, several laboratories
